# Cl transport mod: modulators of human KCC2 chloride dependent transport; Q9H2X9; 190,000 compounds, 2.2% hits; KCC2 cells, thallium flux FluoZin-2 fluorescence; B-score of Tl+ flux slope (higher = more flux/activation; lower = inhibition) at 10 µM;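 active means thallium flux slope and its plate-corrected score both differing from the plate sample mean at a set confidence after two filtering rounds, in either direction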;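 further: slope of fluorescence scaled to starting intensity during 10 to 20 s after thallium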
# eIF4E 4G PPI: eIF4E/eIF4G interaction inhibition in translation initiation. AID 782. TR-FRET eIF4E-eIF4GI(517-606) binding, 2 h. 220,000 compounds, 0.37% hits. P63073+Q04637. inhibition, % at 21.7 µM;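 active means inhibition above about 30%, limit read from the data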;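 further: 0% = full FRET control wells and 100% = background wells lacking eIF4GI fragment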
# EBV gp42 inh: EBV gp42 inhibition; Q1HVG2; Fluorescence polarization binding assay, mP read-out; inhibition, % (tested at 21.74 µM); AID 1085; 220,000 compounds, 0.42% hits; in the data active means inhibition above about 50%
# Target sequence (Q1HVG2 whole entry, looked up): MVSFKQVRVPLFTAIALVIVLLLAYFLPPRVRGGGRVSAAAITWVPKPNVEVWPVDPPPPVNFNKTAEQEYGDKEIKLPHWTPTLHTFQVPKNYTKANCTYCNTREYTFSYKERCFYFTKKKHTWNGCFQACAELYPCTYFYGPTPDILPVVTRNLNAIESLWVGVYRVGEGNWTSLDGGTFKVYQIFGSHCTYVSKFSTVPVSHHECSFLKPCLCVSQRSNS
# PERK inh: blocks human PERK kinase | Q9NZJ5 | CHO PERK-DD fusion, SEAP luminescence translation reporter | inhibition, % at 5.6 µM | 220,000 compounds, 0.17% hits;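 active means inhibition above the mean inhibition of all tested compounds plus 3 SD, set separately per screening campaign, cut at about 2.9% in these data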;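 further: PERK kinase domain activated by AP20187 dimerizer at 100 nM; 0% = DMSO with dimerizer and 100% = rapamycin at 8.4 µM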
# Mdm2 ligase inh: inhibitors of human Mdm2 E3 ubiquitin ligase; cell-based MDM2 ubiquitination luciferase reporter, 2 h; 0 = plate control, 100 = twice control, blank-subtracted; 210,000 compounds, 0.11% hits; Q00987; signal enhancement, % at 5 µM;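 active means signal enhancement of 30% or more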;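 further: luminescence tracks abundance of the self-degrading MDM2-luciferase fusion protein; higher signal means inhibition of MDM2 E3 ligase activity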
# Target sequence (Q00987 whole entry, looked up, the tested form may be a part): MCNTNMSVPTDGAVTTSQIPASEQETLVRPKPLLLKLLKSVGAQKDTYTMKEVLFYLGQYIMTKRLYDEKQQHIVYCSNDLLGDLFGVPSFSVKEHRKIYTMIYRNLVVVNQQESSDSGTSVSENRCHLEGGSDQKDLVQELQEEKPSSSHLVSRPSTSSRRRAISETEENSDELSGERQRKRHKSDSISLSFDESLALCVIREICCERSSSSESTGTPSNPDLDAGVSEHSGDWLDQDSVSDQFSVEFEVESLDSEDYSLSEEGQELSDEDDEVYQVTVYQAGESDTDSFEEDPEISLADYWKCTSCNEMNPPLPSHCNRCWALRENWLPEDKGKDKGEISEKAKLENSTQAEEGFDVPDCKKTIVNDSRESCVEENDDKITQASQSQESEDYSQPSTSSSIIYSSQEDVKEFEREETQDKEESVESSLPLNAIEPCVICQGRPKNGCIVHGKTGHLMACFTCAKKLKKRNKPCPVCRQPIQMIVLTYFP
#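 Material: Stable MDM2–luciferase fusion reporter cells | Amount: 2000 cells seeded into each well | Dosing: One concentration, 5 µM, with 0.2% DMSO | Incubation: 4 h cell settling then 2 h compound exposure, 37 °C | Measured by: Luciferase luminescence | Read-out basis: % enhancement relative to plate controls after blank subtraction | Benchmarks: Control and blank well means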
# Rad51 HR inh: Rad51 (human) homologous recombination inhibition. inhibition, % at 10 µM. AID 1385. 200,000 compounds, 0.085% hits. hRad51 DNA strand exchange, fluorescence dequenching;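 active means inhibition above 40% at the single screening dose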;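 further: 0% = DMSO control wells and 100% = blanks with heterologous ssDNA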
# Target sequence (Q06609 whole entry, looked up): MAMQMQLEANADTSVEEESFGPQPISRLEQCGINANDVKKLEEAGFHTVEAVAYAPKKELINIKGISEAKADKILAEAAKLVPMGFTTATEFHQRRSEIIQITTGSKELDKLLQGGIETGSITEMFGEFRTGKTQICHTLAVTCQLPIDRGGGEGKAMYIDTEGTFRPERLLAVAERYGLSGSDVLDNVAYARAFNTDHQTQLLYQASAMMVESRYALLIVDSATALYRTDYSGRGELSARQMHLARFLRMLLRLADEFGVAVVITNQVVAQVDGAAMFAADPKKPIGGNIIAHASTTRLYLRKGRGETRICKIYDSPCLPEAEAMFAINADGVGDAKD
#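 material = hRad51 filaments on single-stranded DNA | reagent = Donor/quencher-labelled 47-bp dsDNA substrate | compound = 10 µM final, single point | schedule = strand-exchange reaction 15 min at room temperature | measured by = fluorescein emission 520 nm, excitation 485 nm | read-out basis = % inhibition versus plate control and blank means | benchmarks = plate controls and plate blanks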
# zVAD death inh: blocks zVAD induced death of L929 cells; 220,000 compounds, 0.38% hits; viability rescue, % at 10 µM; L929 zVAD necroptosis rescue, ATP luminescence, 24 h; with zVAD 60 µM;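 active means activation, scaled between plate controls, above about 75%, limit read from the data; inactive means activation under that limit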;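 further: 0% = zVAD with DMSO and 100% = DMSO alone without zVAD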
# TNF necrop inh: inhibitors of TNF-alpha induced necroptosis in Jurkat FADD-/- cells. 220,000 compounds, 0.068% hits. AID 463075. Jurkat FADD-/- TNF necroptosis rescue, ATP luminescence, 24 h; 0 = TNF only, 100 = no-TNF cells. activation (protection from cell death), % at 10 µM;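 active means activation, meaning protection from cell death, of at least 50% relative to plate controls; inactive means activation below 50%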;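 further: necroptosis triggered by 40 ng/mL TNF-alpha added together with compound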
# m-calpain inh: inhibitors of pig calpain II | inhibition, % at 16 µM | purified calpain II, fluorogenic peptide substrate, 30 min | 220,000 compounds, 0.37% hits | AID 1236;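 active means inhibition above about 50%, limit read from the data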
# * = called active by the depositor; . = not tested or not shown; [ ] = dose if it differs, or a comment. No enrichment for hits. About 3.6% of those tested had a hit in this group.
# Every second line gives: Cl transport mod, eIF4E 4G PPI, EBV gp42 inh, PERK inh, Mdm2 ligase inh, Rad51 HR inh, zVAD death inh, TNF necrop inh, m-calpain inh
COc1ccc(C2(C)NC(=O)N(Cc3cc(Cl)cc4c3OCOC4)C2=O)cc1OC (configuration not stated)
  -1.6, -14[fluorescence artefact?], -26, -1.6, 0, 1, 0.1, -0.3, -7
Oc1ccc(Oc2ccc3c(C(F)(F)F)cc(C(F)(F)F)nc3n2)cc1
  -2.2, 7, -14, -0.1, -17, 0, 1.5, -10, 3
Cc1ccc(NC(=O)Cc2ccccc2)c(C)c1
  -0.56, -5, 4, -0.1, 6, -2, 0.9, 1.2, -3
CCOc1ccc2[nH]c3c(=O)n(CCc4ccc(OC)cc4)cnc3c2c1
  -0.036, -6, -12, 1.8, ., -92, -0.4, 1.1, -27
COc1ccc(C(=O)NC(=S)Nc2ccc(N3CCCC3)cc2)cc1
  0.025, 2, -3, 0.1, 0, -6, -1.0, -0.1, 7
COCCNC(=O)Cn1c(=O)n(CCCCCC(=O)Nc2ccccc2)c(=O)c2sccc21
  0.086, 2[fluorescence artefact?], -30, 1.2, -3, 3, 0.3, 1.8, 2
CN(C)c1cc(-c2ccc(C#N)cc2)oc(=O)c1Cl
  0.035, -12, 6, 1.3, -9, 14, 0.5, -0.9, 2
COC(=O)c1cccc(Nc2ncnc3ccc(C)cc23)c1
  -0.8, 0, 5, -1.3, -50, -1, -0.1, -0.1, 0
Cc1cccc(-n2nnnc2SCC(=O)c2cc(C)n(Cc3ccco3)c2C)c1
  ., -3, -4, -0.3, -9, -3, 1.1, 0.2, -43
CC(NC(=O)c1cc2c(=O)n(C)c3ccccc3c2n1C)c1ccc2c(c1)OCCO2 (configuration not stated)
  -2.1, ., ., -0.8, ., -8, 3.7, -8.2, .
COc1ccc(C(=O)Nc2ccc(S(=O)(=O)Nc3ncccn3)cc2)cc1OC
  0.11, -3, -11, 1.4, -10, 1, 0.4, -0.3, -12
CCOC(=O)c1cccc(S(=O)(=O)N2CCOCC2)c1
  1.1, 0, -3, 0.5, -11, -14, -0.2, 0.4, 8
COc1ccc(OCC(=O)NC(=S)Nc2ccc(S(=O)(=O)Nc3cc(OC)nc(OC)n3)cc2)cc1
  -0.75, 14, -14, 1.3, 13, 11, 0.1, -0.8, -15
CC(=O)N(CN1C(=O)c2ccc([N+](=O)[O-])cc2C1=O)c1ccc(F)cc1
  1.2, -7[fluorescence artefact?], -22, 0.4, -10, 9, 0.2, -2.1, -18
O=S(c1ccc2ccccc2c1)c1cnns1 (configuration not stated)
  ., -3, -11, 0.0, -16, 7, 5.9, -3.2, -13
CC(c1ccccc1)n1c(S(=O)(=O)O)nc2ccccc21 (configuration not stated)
  ., 2, -11, 0.7, -16, -17, 0.3, -0.6, -18
Clc1ccccc1-c1nc(-c2cccnc2)no1
  1.7, 4[fluorescence artefact?], 4, 1.3, -24, 0, 0.1, -2.3, 10
CC1=C(C(=O)Nc2ccc(C)cc2C)C(c2ccc(Cl)cc2)n2nc(C(=O)OC(C)C)nc2N1 (configuration not stated)
  0.43, -2, -17, -0.1, -3, 0, 2.3, -0.1, 12
CCOC(=O)c1c(C)[nH]c(C(=O)OCC(=O)N2CCN(S(=O)(=O)c3ccccc3)CC2)c1C
  -1.5, -3, -15, 1.7, -14, -1, 1.1, -0.9, -9
CC(=O)/C(C[N+]1(C)CCCCC1)=N\O
  0.6, 1[fluorescence artefact?], -21, -0.8, -7, 3, -0.3, -0.4, -33
Oc1[nH]c2ccccc2c1C1=NCCCC1
  -0.13, 1, -4, -0.3, -9, -7, 0.3, -1.2, 22
Cc1ccc(NC(=O)/C(C#N)=C/c2cn(CC(=O)NCc3ccco3)c3ccccc23)cc1C
  -0.024, 3, -116, 0.2, 5, -11, 5.9, 2.9, -2
O=C(Nc1ccccc1)c1cccc(S(=O)(=O)N2CCCCC2)c1
  -0.16, 5[fluorescence artefact?], -7, -0.7, -3, 8, 0.1, 0.4, 23
COc1ccc(/C=N/N2CCN(C)CC2)c(OC)c1OC
  1.1, -2, -15, 0.4, -13, -14, -0.2, 0.4, 22
CCCCOc1ccc(C(=O)N/C(=C\c2cccc([N+](=O)[O-])c2)C(=O)OCCC)cc1
  -0.34, 3, -22, 2.0, -28, ., 0.5, -1.4, 14
COc1cc(/C=N/NC(=O)c2ccc(CSc3nncn3C)cc2)ccc1OCC(=O)N1CC(C)OC(C)C1 (configuration not stated)
  -3.1, -3, -6, 0.2, 5, -6, 0.6, 0.3, -4
O=C1CC(NNc2ccccc2)C(=O)N1c1ccc(N2CCCCC2)cc1 (configuration not stated)
  0.36, 2, -10, 0.0, -16, 10, 0.2, -0.1, -47
COc1cc(CNCCc2ccccc2)ccc1OCC(N)=O
  1.6, 5, 5, 0.9, 7, 11, 0.0, 3.4, 6
Cc1cc(/C=C2/SC(=O)NC2=O)c(C)n1-c1ccc(N2CCOCC2)cc1
  -0.38, 3, -7, 0.5, -2, 2, 0.7, 1.8, -80
CCCCOc1ccc(C(=O)OCC(=O)Nc2cc(C)c(C)cc2[N+](=O)[O-])cc1
  0.98, 2, -19, 0.8, -7, -4, 1.1, 0.4, 8
Cc1ccc(S(=O)(=O)Oc2ccc(/C=N/NC(=O)c3c(Cl)cnn3C)cc2)cc1
  -0.73, -5[fluorescence artefact?], 7, 0.8, -1, 0, 1.9, -1.5, 5
CC(C)C(NC(=O)OCc1ccccc1)C(=O)N1CCOCCOCCOCC1 (configuration not stated)
  0.9, 4, -7, 0.4, 11, -3, 2.4, 0.8, 10
CCCn1c(SCC(=O)N2c3ccccc3Sc3ccccc32)nc2c1c(=O)n(C)c(=O)n2C
  ., -2, -16, -1.7, -15, -4, -0.7, -7.1, -5
C#CCOCCOCCOCCNc1nc(N2CCN(C(=O)C(Cc3ccc(O)cc3)n3cc(C(N)CC(C)C)nn3)CC2)nc(N2CCN(C(=O)C(Cc3cc4ccccc4[nH]3)n3cc(C(N)Cc4ccc(O)cc4)nn3)CC2)n1 (configuration not stated)
  0.035, 1, -11, 0.7, ., -5, 0.3, 2.3, -56
CCOC(=O)C1CCN(CC(=O)N(CC(C)C)c2c(N)n(CC(C)C)c(=O)[nH]c2=O)CC1
  0.15, 0, -3, -0.1, -6, -19, -0.7, 0.0, 16
CCOc1cc(C(=O)OCC(=O)NC(C)c2ccccc2)ccc1OCC(=O)N1CCOCC1 (configuration not stated)
  -0.47, 1, -6, 0.0, -10, 23, 2.9, 1.7, -21
N#CCSCC(=O)Nc1ccc(Br)cc1
  0.062, -5, -8, 0.2, -7, 4, -0.4, 6.0, 23
CCC(C)(NC(=O)CNC(C)=O)C(=O)NC1CCCCC1 (configuration not stated)
  ., 6, -6, -0.8, -35, -1, 0.9, 0.7, -11
COc1ccc(-c2ccc(-c3noc(-c4ccccc4F)n3)c(OC)n2)cc1
  -0.083, -39[fluorescence artefact?], -30, -0.3, -14, -4, 0.0, 0.3, -118
Cc1cc(OCc2nc(-c3ccncc3)no2)cc(C)c1Cl
  0.058, -6, 7, -0.4, -5, -2, 0.8, -0.3, 18
O=c1nc2n(c3cc(Cl)c(S(=O)(=O)N4CCOCC4)cc13)CCCCC2
  0.5, -3[fluorescence artefact?], -8, 0.1, -5, 13, 0.9, -0.9, -11
CSc1nsc(SC)c1C(=O)Nc1ccc(C)cc1
  -0.4, -11[fluorescence artefact?], -15, -0.2, -3, 4, -0.3, 0.5, -7
CC1(C)CC(=O)C2=C(C1)N(c1ccc(F)cc1)C(=O)C2(NC(=O)c1ccccc1F)C(F)(F)F (configuration not stated)
  2.2, 0, -14, 0.7, -6, 11, 0.8, 0.2, -1
CC1(C)Cc2nc(NC3CCCCC3)c(C#N)cc2CO1
  -0.74, 5, -9, 1.4, 6, 9, 2.2, 1.5, -458
CCCCc1noc2c1/C(=N\O)CC(c1ccccc1)C2 (configuration not stated)
  ., 2, -9, 1.0, -14, -1, 0.2, -0.7, -5
N#Cc1c(Sc2ncc(C(F)(F)F)cc2Cl)nsc1C/C=N\OCc1ccccc1Br
  0.71, -3, -16, 0.1, -11, -22, -0.2, -2.2, -28
COc1ccc(NS(=O)(=O)c2cccc(NC(=O)CCS(=O)(=O)c3ccccc3)c2)cc1
  -0.88, 1, -3, 0.1, 0, ., 0.1, 1.8, -6
COc1cc(C2C(C(=O)OC(C)C)=C(C)Nc3[nH]c(=O)[nH]c(=O)c32)ccc1O (configuration not stated)
  -0.11, 1, -14, 0.5, 4, -5, 0.1, -1.4, 15
CN(C)S(=O)(=O)c1cccc(NC(=S)N/N=C/c2ccc(O)c(O)c2O)c1
  -1.7, 42*, -6, 2.0, -15, -12, -0.8, -5.6, -10
O=C(NCc1ccco1)C(=O)NCC1OCCN1S(=O)(=O)c1ccc(F)cc1 (configuration not stated)
  -0.37, 2, 11, -0.2, ., 3, 3.6, -0.6, -32
O=C(CSc1nnc(-c2cccs2)o1)N1CCCc2ccccc21
  ., -3, -27, -0.3, -1, -7, -0.2, 1.3, -17
COc1ccc(C2CC(C(F)(F)F)n3nc(C(=O)Nc4ccc5c(c4)OCO5)cc3N2)cc1 (configuration not stated)
  ., -1, 4, -1.5, -5, -9, 0.5, -5.9, 13
CCc1ccc(C(=O)NC(=S)Nc2ccc(N3CCOCC3)cc2)cc1
  2.4, -3, -3, 1.0, -10, 0, 0.3, 1.7, 21
O=C(N=Nc1c(O)[nH]c2ccc([N+](=O)[O-])cc12)c1cc(-c2ccccc2Cl)nc2ccccc12
  0.7, 34*, 73*, 0.7, -1, ., 1.4, 1.9, 69*
CCOC(=O)c1c(NC(=O)CN2CCCc3ccccc32)sc(C(C)=O)c1C
  -1.6, -2, -8, 0.7, -6, -14, -0.3, 2.4, -7
COc1cc(/C=N/NC(=S)NCCN2CCOCC2)cc(OC)c1O
  0.74, -3, -2, 0.7, -7, ., 0.7, -0.6, -51
Cc1cc2cc(CN(Cc3ccco3)S(=O)(=O)c3c(C)ccc4nsnc34)c(=O)[nH]c2cc1C
  0.018, -4, -18, 1.1, -29, -5, 0.1, -20, -67
O=C(COC(=O)c1cccc(F)c1)NC1CC1
  0.077, 0, -6, -0.2, -6, 0, 2.1, 0.1, -30
COc1ccc(/C=C2\SC(=S)N(CCCC(=O)Nc3ccccn3)C2=O)cc1OC
  0.78, -7, 76*, -0.7, -15, -77, 1.8, 8.3, -16
O=C(CCc1nc2ccccc2[nH]1)NCc1ccc2c(c1)OCO2
  -0.4, 2, -15, 0.3, ., -8, ., 1.5, 4
Cc1ccc(S(=O)(=O)N2CCC(C(=O)NCc3ccncc3)CC2)cc1
  ., -5, -21, 0.4, -9, -1, -0.7, 1.2, 5

# Records listed so far that bear a hit mark in eIF4E 4G PPI:
Structure	Cl transport mod	eIF4E 4G PPI	EBV gp42 inh	PERK inh	Rad51 HR inh	m-calpain inh
CN(C)S(=O)(=O)c1cccc(NC(=S)N/N=C/c2ccc(O)c(O)c2O)c1	-1.7	42*	-6	2.0	-12	-10
O=C(N=Nc1c(O)[nH]c2ccc([N+](=O)[O-])cc12)c1cc(-c2ccccc2Cl)nc2ccccc12	0.7	34*	73*	0.7	.	69*

# Bioassay records: PubChem BioAssay, several laboratories
